Assay outcomes: PubChem BioAssay, several laboratories
DAX1 inh-1 = inhibitors of human orphan nuclear receptor DAX1 (NR0B1) | actives 0.99% (n = 340,000) | P51843 | AID 504766 | inhibition, % at 6.75 µM | HEK293 Gal4-DAX1 luciferase reporter, luminescence;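 active = inhibition above the mean over all tested compounds plus 3 SD, cut at about 4.2% in these data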;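 note: 0% = DAX1-transfected cells with DMSO and 100% = empty-vector control cells with DMSO; inhibition shows as a rise in luminescence from relieved DAX1 repression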
Target sequence (P51843 207-470 limits assumed): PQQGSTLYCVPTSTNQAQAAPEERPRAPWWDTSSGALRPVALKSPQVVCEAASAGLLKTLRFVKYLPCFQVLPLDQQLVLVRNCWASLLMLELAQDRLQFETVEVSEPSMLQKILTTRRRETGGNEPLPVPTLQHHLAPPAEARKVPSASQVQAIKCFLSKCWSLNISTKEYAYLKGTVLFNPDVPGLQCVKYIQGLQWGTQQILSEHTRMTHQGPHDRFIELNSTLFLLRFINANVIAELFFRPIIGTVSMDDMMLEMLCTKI
ADAM17 inh = inhibitors of human ADAM17; recombinant ADAM17, EDANS/DABCYL FRET peptide cleavage; actives 0.83% (n = 370,000); P78536; inhibition, % at 6.95 µM;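 active = inhibition above the mean of compounds lying between control limits plus 3 SD, set per campaign, cut at about 8.5% in these data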;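 note: 0% = DMSO-only wells as the low control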
hgDAF-12 ag = hgDAF-12 agonism, primary luciferase screen. HEK293 GAL4-hgDAF12 UAS-luciferase reporter, agonist luminescence; normalized to butyrate control. activation, % at 6.8 µM. actives 1.8% (n = 370,000). AID 687014;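 active = activation above a cutoff set at the mean of all screened compounds plus 3 SD, cut at about 10% in these data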;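 note: 0% = DMSO wells and 100% = sodium butyrate wells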
ssDAF-12 act = S. stercoralis DAF-12 activation, primary screen. HEK293 ssDAF-12/GRIP1 lit1-tk-luc reporter, luminescence; % of 3 µM dafachronic acid response. activation, % at 6.8 µM. actives 1% (n = 370,000). AID 652126;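 active = activation above the mean over all tested compounds plus 3 SD, cut at about 0.9% in these data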;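 note: 0% = DMSO-only wells and 100% = 3 µM delta7-dafachronic acid wells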
NPR1 activator = GC-A (human) enzyme activation. P16066. HEK293 GC-A cells, cGMP TR-FRET, EC30 ANP; 0% at EC30 ANP, 100% saturating ANP. activation, % at 10 µM. actives 0.14% (n = 370,000); in the data active = activation above about 40%
DAX1 inh-2 = blocks DAX1 repression of SF-1 activated StAR promoter; HEK293T StAR-luciferase reporter, SF-1/DAX-1 repression relief; inhibition, % at 6.8 µM; actives 1.1% (n = 370,000); AID 652010;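 active = inhibition above the mean over all tested compounds plus 3 SD, cut at about 3.6% in these data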;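 note: 0% = DAX-1 cells with DMSO and 100% = cells lacking DAX-1 with DMSO; higher inhibition means more luminescence from relief of DAX-1 repression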
PG9 Ab binder = binds the HIV-1 gp120 antibody PG9. AID 624416. TR-FRET gp120-PG9 antibody binding. actives 0.43% (n = 360,000). inhibition, % at 6.7 µM; in the data active = inhibition above about 8.5%
hcDAF12 agonist = activators of H. contortus DAF-12 nuclear receptor; activation, % at 6.8 µM; HEK293 hcDAF-12 lit1-tk-luc reporter, luminescence; 0% DMSO, 100% Δ7-dafachronic acid; actives 1.4% (n = 370,000);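 active = activation above the mean of all tested compounds plus 3 SD, cut at about 5.5% in these data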;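 note: 100% = response to 3 µM Δ7-dafachronic acid high control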
SMARCA2 activ = SMARCA2 function activation, primary screen. actives 1% (n = 370,000). activation, % at 9.1 µM. MG213 cells, MMTV-luciferase reporter, dexamethasone, overnight; in the data active = activation above about 7.8%;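 note: 0% = vehicle wells and 100% = reference activator wells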
GAA850 FXN act = increases GAA850 frataxin promoter reporter activity. HEK293 lucGAA850 FXN promoter luciferase reporter, 24 h; percent of 10 µM SAHA response. actives 0.56% (n = 360,000). activation, % at 6 µM;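 active = activation above the average of all compounds screened plus 3 SD, cutoff fixed separately per campaign, cut at about 7.5% in these data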;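 note: 0% = DMSO wells and 100% = 10 µM SAHA wells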
ADAM10 inh = ADAM10 inhibition, QFRET primary screen. recombinant ADAM10, EDANS/DABCYL FRET peptide cleavage, 3 h. inhibition, % at 7 µM. actives 0.62% (n = 370,000). AID 720582;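 active = inhibition above a per-campaign cutoff equal to the mean of compounds falling between control-based bounds plus 3 SD, cut at about 20% in these data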;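 note: 0% = DMSO wells while the 100% control is not disclosed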
Target sequence (O14672 214-748 limits assumed): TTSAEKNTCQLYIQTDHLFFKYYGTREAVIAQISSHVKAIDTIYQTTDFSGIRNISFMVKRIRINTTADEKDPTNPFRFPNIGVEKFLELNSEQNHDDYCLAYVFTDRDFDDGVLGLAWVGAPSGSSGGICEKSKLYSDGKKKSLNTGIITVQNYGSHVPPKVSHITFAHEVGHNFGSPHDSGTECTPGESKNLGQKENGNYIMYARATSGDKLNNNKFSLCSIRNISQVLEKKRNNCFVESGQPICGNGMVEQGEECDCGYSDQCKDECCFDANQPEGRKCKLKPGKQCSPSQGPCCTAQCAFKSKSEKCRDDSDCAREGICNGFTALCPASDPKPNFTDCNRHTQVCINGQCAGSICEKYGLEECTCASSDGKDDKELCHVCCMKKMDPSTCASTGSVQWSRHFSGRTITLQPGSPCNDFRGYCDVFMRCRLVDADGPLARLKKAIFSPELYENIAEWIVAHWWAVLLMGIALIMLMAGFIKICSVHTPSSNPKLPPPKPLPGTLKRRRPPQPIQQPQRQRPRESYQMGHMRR
An asterisk follows results filed as active; nt = not tested or not shown. Compounds as they come; any-hit rate near 6.8%.

Second line of a record – DAX1 inh-1	ADAM17 inh	hgDAF-12 ag	ssDAF-12 act	NPR1 activator	DAX1 inh-2	PG9 Ab binder	hcDAF12 agonist	SMARCA2 activ	GAA850 FXN act	ADAM10 inh
#1 O=C(c1ccncc1)N1CCN(C(=O)c2ccco2)CC1
    0.2	-5	0.7	-1.0	-1	-0.2	-0.1	-1.1	-2	0.0	4
#2 CCOc1ccc(C(=O)Nc2ccc(N3CCN(S(C)(=O)=O)CC3)cc2)cc1[N+](=O)[O-]
    0.8	0	-0.5	-1.3	2	-0.1	-2.2	-1.7	1	-0.9	-1
#3 CCOc1ccc(NC(=O)c2c(NC(=O)CNCCN3CCOCC3)sc3c2CCC3)cc1
    -0.3	-4	1.1	0.0	4	-3.1	-1.7	2.5	-2	1.4	1
#4 CCOCC(=O)Nc1cccc(SC)c1
    1.1	0	-0.6	-1.2	1	0.9	0.7	-1.0	1	2.1	-2
#5 CC(=O)c1sc(NC(C)c2ccccc2)nc1C (stereo not drawn)
    -0.6	0	-0.7	-1.4	3	0.0	3.6	-0.7	-2	3.1	-6
#6 O=C(NCc1ccccc1)C(c1cccc2ccccc12)n1c(=O)c(-c2ccccc2)nc2ccccc21 (stereo not drawn)
    nt	-6	-0.9	0.1	-3	-0.2	-1.0	3.3	-2	nt	-14
#7 CCCNC(=O)NC(=O)CSc1ccc(C)cc1C
    -0.5	-1	0.1	-1.5	0	0.8	-2.4	-1.4	-1	-0.6	2
#8 COCC1CCN(C(=O)CCc2nnc(CCCCc3ccccc3)o2)CC1
    -0.9	0	-2.3	-1.7	-1	-0.3	-0.2	-1.6	2	0.2	4
#9 COc1ccc(CNC(=O)CCCCCNC(=O)N2CCn3c2nc2ccccc23)cc1
    0.3	7	-1.2	-1.1	-9	0.3	-1.7	-1.2	-3	-0.8	-8
#10 CCN(CC)C(=O)Cn1c(=O)n(CCC(=O)Nc2ccc(F)cc2)c(=O)c2sccc21
    0.7	4	2.1	-0.9	0	0.1	2.4	1.6	-3	1.4	-2
#11 C=CCNc1nc2cc(-c3ccccc3C)sc2c(=O)n1C
    nt	-6	3.1	-0.1	0	-2.9	-1.5	2.2	1	-2.6	-21
#12 O=C(NCCc1ccc(Cl)cc1)C1CCN(c2cnccn2)CC1
    -0.8	-7	-0.5	-1.6	3	0.2	1.7	-1.1	-1	-0.1	-47
#13 Cn1cc(CC(=O)NCc2ccc(F)cc2)c2ccccc21
    -0.6	-1	-1.2	-1.1	-6	0.7	1.2	-2.0	7	-0.6	10
#14 COC(=O)[C@]12CCCCC=C1N(Cc1ccccc1)C(=O)[C@H](CC(=O)NCc1ccc(C)o1)C2
    nt	-1	-0.6	-1.3	0	-0.7	-0.1	1.4	0	nt	-3
#15 CC1CCN(c2ccc(S(=O)(=O)NC3=NCCCCC3)cc2[N+](=O)[O-])CC1
    -1.9	-3	-0.6	-1.9	-3	-1.5	0.4	-3.2	-3	-1.0	4
#16 COc1ccc(NC(=O)N(C)C[C@@H]2OCc3cnnn3CCCC(=O)N([C@H](C)CO)C[C@H]2C)cc1
    0.1	-5	1.6	-1.0	3	-0.3	-0.4	1.2	-2	2.4	-3
#17 O=C(NCc1cccnc1)/C(=C/c1ccc(-c2cccc(Cl)c2)o1)S(=O)(=O)c1ccccc1
    1.2	-1	-1.6	-1.2	1	0.5	-1.1	0.6	-1	-0.4	-6
#18 O=C(N/N=C/c1ccncc1)c1cccc(S(=O)(=O)N2CCCC2)c1
    -0.8	-6	0.5	-1.0	-1	1.0	0.7	-0.8	-1	-1.3	-6
#19 C/C=N/NC(=O)CCCC(=O)N/N=C/C
    1.3	-1	-1.0	-1.1	6	0.0	-4.1	0.3	2	1.8	1
#20 Cc1nc2c(-c3ccc(F)cc3)c(C)nn2c(C)c1CCC(=O)N1CCN(c2ccccc2)CC1
    1.3	-1	6.0	-0.8	-8	-0.8	-0.4	0.8	-3	-2.7	-13
#21 CN(C)C(=O)c1cccn(Cc2ccc(C(F)(F)F)cc2)c1=O
    0.0	1	1.5	-1.1	5	0.2	1.0	-1.4	-3	1.0	-1
#22 CC(C)c1ccc(/C=C2\SC(=O)N(CC(=O)NC3CCS(=O)(=O)C3)C2=O)cc1 (stereo not drawn)
    0.0	1	11*	-1.2	11	2.9	-1.1	2.0	3	2.4	2
#23 CC(C)Oc1ccc(/C(O)=C2/C(=O)C(=O)N(CCN3CCNCC3)C2c2ccc(C(C)C)cc2)cc1 (stereo not drawn)
    -0.3	-5	1.7	-0.7	1	-0.1	1.7	-2.7	-1	0.8	-7
#24 COc1ccc(-c2nnc(SCC(=O)Nc3cccnc3Cl)n2C)cc1
    -1.6	-5	-0.1	-1.0	0	-1.0	0.6	-1.4	-1	-2.6	-1
#25 O=C(Nc1cccc(O)c1)c1ccc(Br)c(S(=O)(=O)N2CCCCC2)c1
    -1.1	0	-2.9	-2.7	-1	-1.4	-1.0	-1.9	0	-0.9	-6
#26 Cc1ccccc1C(=O)NCCCNC(=O)c1ccco1
    0.6	0	-1.1	-1.4	7	0.0	1.1	-1.5	0	0.0	-2
#27 O=C(COc1cccc2cccnc12)NCc1cccs1
    1.4	-5	1.9	-1.1	-4	0.1	-1.3	0.4	-4	-1.2	-10
#28 O=C(N/N=C/c1ccccc1O)C1SCCCS1
    2.8	-17	1.6	-0.8	-4	0.6	0.4	-1.0	-1	-0.7	-56
#29 CC(=O)c1c(O)cc(C)n(Cc2ccccc2)c1=O
    0.1	0	1.1	-0.7	0	-0.2	-2.6	0.8	2	1.1	-11
#30 Cc1ccccc1Cn1cc(NC(=O)c2cc(C3CC3)on2)cn1
    0.5	-4	4.3	-0.8	3	1.1	0.2	0.1	1	1.0	2

Reprinted from the part before: 2 compounds, then new ones.
Second line of a record – DAX1 inh-1	ADAM17 inh	hgDAF-12 ag	ssDAF-12 act	NPR1 activator	DAX1 inh-2	PG9 Ab binder	hcDAF12 agonist	SMARCA2 activ	GAA850 FXN act	ADAM10 inh
#29 CC(=O)c1c(O)cc(C)n(Cc2ccccc2)c1=O
    0.1	0	1.1	-0.7	0	-0.2	-2.6	0.8	2	1.1	-11
#30 Cc1ccccc1Cn1cc(NC(=O)c2cc(C3CC3)on2)cn1
    0.5	-4	4.3	-0.8	3	1.1	0.2	0.1	1	1.0	2
#31 COc1ccc(CCNC(=O)c2nnn(-c3ccccc3OC)c2N)cc1OC
    -0.3	-2	-2.4	-1.3	-5	-0.1	1.7	-1.4	-2	-0.8	-1
#32 Cc1cc(C)c2nc(C(F)(F)F)nc(N3CCN(C(=O)c4ccco4)CC3)c2c1
    -0.2	-3	-2.0	-0.7	-9	-0.7	-0.4	-2.4	-2	-4.0	-6
#33 O=C(COc1cc2oc(=O)c3c(c2cc1Cl)CCC3)NCC(O)c1ccccc1 (stereo not drawn)
    -0.1	-2	-1.0	-0.6	-39	-0.7	1.0	-1.0	0	-0.5	-3
#34 Cc1c(N=Nc2c(-c3ccc([N+](=O)[O-])cc3)[nH]n(C(N)=S)c2=O)cccc1[N+](=O)[O-]
    0.5	1	-0.6	-0.4	9	-0.4	-3.0	0.9	-4	-0.9	1
#35 Nc1ccccc1Nc1c(F)c(F)nc(F)c1Cl
    -0.1	-4	-4.6	-1.1	-2	-0.2	0.1	-1.8	-4	1.6	6
#36 CCOC(=O)C(NCc1ccccc1)(NC(=O)c1ccccc1)C(F)(F)F (stereo not drawn)
    1.4	-5	3.2	-1.4	-2	-0.4	-0.7	-1.6	-1	-1.8	-3
#37 O=C(Nc1ccc(F)cc1F)c1ccc2c(c1)OCCO2
    -1.1	0	13*	0.4	-1	1.9	-1.5	5.5	1	1.7	-3
#38 COc1cccc(N=C2NC(=O)/C(=C/c3cc([N+](=O)[O-])ccc3O)S2)c1
    0.1	0	0.6	-0.5	7	-0.3	-2.7	-0.7	-2	2.1	0
#39 COc1ccc(CN2C(=O)C(CC(=O)NC3CCCCC3)CC(C(=O)N3CCOCC3)=C2C)cc1 (stereo not drawn)
    0.3	-3	-1.0	-0.5	1	-0.8	0.3	-0.1	1	-1.2	-5
#40 COc1ccc(-c2nnc(NC(=O)CSc3ccc(Cl)cc3)s2)cc1OC
    -0.7	-5	-0.1	-1.3	1	0.5	0.7	-0.1	-1	2.6	-9
#41 CC(O)[C@H]1CN=C(N)N1CC(C)(C)C (stereo partly drawn)
    -0.2	-2	-3.0	-0.8	1	0.5	0.6	1.1	0	-0.5	-10
#42 COC(=O)C(C)Sc1ccc2nnc(CCNS(=O)(=O)c3ccc(C)cc3)n2n1 (stereo not drawn)
    0.3	-3	1.0	-1.6	2	-0.8	1.5	-0.9	1	-0.6	-10
#43 COc1ccc(S(=O)(=O)n2ccc(C)n2)cc1C
    1.0	0	5.2	-1.2	0	0.3	-2.9	-0.6	2	2.6	0
#44 CCCCN(C(=O)CSc1nnc(-c2ccc(OC)cc2)n1C(C)C)c1c(N)n(Cc2ccccc2)c(=O)[nH]c1=O
    0.2	1	0.1	-1.3	-4	0.5	0.1	-1.0	0	-2.6	5
#45 Cc1ccc(S(=O)(=O)NC(=O)Nc2c(C)cccc2C)cc1
    2.1	-6	1.6	-1.5	-1	0.1	-0.2	-1.9	-4	-1.0	4
#46 COc1ccc(OC)c(C(c2nnnn2CC2CCCO2)N2CCN(C3CCCC3)CC2)c1 (stereo not drawn)
    0.9	-1	0.3	-0.4	-1	0.8	-2.5	0.2	0	-0.9	10
#47 O=C(NCC(c1ccco1)N1CCc2ccccc21)c1ccccc1Br (stereo not drawn)
    -1.1	2	1.4	0.1	-9	-0.4	-0.2	-1.0	1	-1.9	2
#48 O=C(CNC(=O)Cc1ccccc1)NCC(=O)OCC(=O)c1ccc(F)cc1
    1.3	-4	1.9	-1.3	0	0.3	1.6	-1.5	-1	-0.7	3
#49 COc1cc(CNc2ccc(CNc3ncn[nH]3)cc2)ccc1OCc1ccccc1
    -0.6	-1	7.1	-1.6	-5	-0.9	-1.3	-0.8	-3	3.5	-1
